core dimer inh – blocks dimerization of HCV core protein; TR-FRET GST/Flag-core106 dimerization, 1536-well; inhibition, % at 5 µM; hit rate 0.33% among 300,000; AID 1899;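 active = inhibition above the mean of all tested compounds plus 3 SD, set per screening campaign, cut at about 45% in these data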
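System – GST-tagged and Flag-tagged HCV core protein residues 1-106 · Repeats – one well for each compound · Technique – TR-FRET 671 and 617 nm emission · Doses – one concentration, 5 µM, in 0.5% DMSO · Times – 4 h, 22.5 °C incubation · Also added – Eu donor and XL665 acceptor anti-tag antibodies · Measure – percent inhibition of core106 dimerization signal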
CTSL1 counter – counter-screen for PFM18AAP inhibitors: inhibitors of F. hepatica cathepsin L1. recombinant F. hepatica cathepsin L1, Z-Leu-Arg-MCA fluorescence. inhibition, % at 5.96 µM. hit rate 0.49% among 300,000. AID 1906;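 active = inhibition above the mean of all tested compounds plus 3 SD, set per screening campaign, cut at about 17% in these data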;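 also: 0% = plate median of test compound wells and 100% = 1 µM Z-Phe-Ala-diazomethylketone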
GASC-1 inh – human JMJD2C demethylase inhibition; GST-JMJD2C(1-420) H3K9me3 demethylation, DELFIA europium; inhibition, % at 2.35 µM; hit rate 0.069% among 330,000;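 active = more than half of a compound's replicate wells show inhibition beyond 50%, single wells judged on their own value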;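 also: signal counts dimethyl H3K9 product captured on neutravidin plate; 0% = median of DMSO wells and 100% = 0.3 times that DMSO median; strong numbers were not always called active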
PP1 inh – counter-screen for PP5 inhibitors: inhibitors of human PP1-alpha. P62136. inhibition, % at 6.7 µM. hit rate 0.9% among 320,000. purified PP1alpha, OMFP fluorescence;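 active = inhibition above the mean inhibition of all tested compounds plus 3 SD, computed separately for each screening campaign, cut at about 15% in these data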
Target sequence (P62136 whole entry, looked up): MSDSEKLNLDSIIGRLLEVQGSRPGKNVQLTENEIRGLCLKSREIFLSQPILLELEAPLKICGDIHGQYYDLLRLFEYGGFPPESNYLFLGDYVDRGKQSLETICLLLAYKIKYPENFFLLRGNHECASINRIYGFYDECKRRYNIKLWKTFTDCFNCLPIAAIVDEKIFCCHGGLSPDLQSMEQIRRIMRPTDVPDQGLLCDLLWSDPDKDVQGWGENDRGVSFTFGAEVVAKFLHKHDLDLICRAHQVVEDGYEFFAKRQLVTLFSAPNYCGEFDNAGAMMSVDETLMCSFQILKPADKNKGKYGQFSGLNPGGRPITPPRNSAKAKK
EBNA-1 inhibitor – blocks EBNA-1 binding to DNA; EBNA-1 DNA binding, fluorescence polarization; inhibition, % at 14.8 µM; hit rate 0.34% among 300,000; AID 1950; in the data active = inhibition above about 28%
Yeast superoxide – yeast age-related superoxide inhibition as caloric restriction mimetic | superoxide response (% of plate mean), % at 10 µM | hit rate 0.18% among 330,000 | S. cerevisiae aged cells, superoxide DHE fluorescence; active compounds read low;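 active = superoxide response under a set limit, about three screen SD below normal, cut at about 65% in these data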;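 also: yeast aged for seven days with compound at 30 °C before DHE staining; 100% = average MFI of all compound-treated wells on the plate with controls excluded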
TPT1 inh – C. albicans TPT1 enzyme inhibition | recombinant caTPT1, FP RNA substrate dephosphorylation | hit rate 0.81% among 300,000 | inhibition, % at 5 µM;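 active = inhibition above the mean of all tested compounds plus 3 SD, set per screening campaign, cut at about 24% in these data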;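 also: plate controls were DMSO alone for no effect and ferristatin control at 100 nM for full effect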
ZTA DNA inh – counter-screen for EBNA-1 inhibitors: inhibitors of Epstein-Barr virus ZTA; P03206; hit rate 0.15% among 320,000; inhibition, % at 11 µM; ZTA-DNA binding, fluorescence polarization; AID 2234; in the data active = inhibition above about 33%
Target sequence (P03206 whole entry, looked up): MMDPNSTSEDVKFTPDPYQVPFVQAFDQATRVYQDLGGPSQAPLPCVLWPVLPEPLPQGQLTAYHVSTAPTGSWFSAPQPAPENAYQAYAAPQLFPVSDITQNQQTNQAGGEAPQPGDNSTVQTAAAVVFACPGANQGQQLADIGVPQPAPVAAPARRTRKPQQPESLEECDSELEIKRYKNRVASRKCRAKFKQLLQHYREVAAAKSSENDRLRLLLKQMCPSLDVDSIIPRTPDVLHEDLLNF
PP5 primary – PP5 (human) phosphatase inhibition; P53041; purified PP5c, OMFP substrate fluorescence; inhibition, % at 6.7 µM; hit rate 0.18% among 320,000; AID 1987;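 active = inhibition above the campaign's mean inhibition across all tested compounds plus 3 SD, cut at about 9.5% in these data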;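 also: 0% = DMSO only and 100% = 100 µM cantharidin control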
Target sequence (P53041 whole entry, looked up): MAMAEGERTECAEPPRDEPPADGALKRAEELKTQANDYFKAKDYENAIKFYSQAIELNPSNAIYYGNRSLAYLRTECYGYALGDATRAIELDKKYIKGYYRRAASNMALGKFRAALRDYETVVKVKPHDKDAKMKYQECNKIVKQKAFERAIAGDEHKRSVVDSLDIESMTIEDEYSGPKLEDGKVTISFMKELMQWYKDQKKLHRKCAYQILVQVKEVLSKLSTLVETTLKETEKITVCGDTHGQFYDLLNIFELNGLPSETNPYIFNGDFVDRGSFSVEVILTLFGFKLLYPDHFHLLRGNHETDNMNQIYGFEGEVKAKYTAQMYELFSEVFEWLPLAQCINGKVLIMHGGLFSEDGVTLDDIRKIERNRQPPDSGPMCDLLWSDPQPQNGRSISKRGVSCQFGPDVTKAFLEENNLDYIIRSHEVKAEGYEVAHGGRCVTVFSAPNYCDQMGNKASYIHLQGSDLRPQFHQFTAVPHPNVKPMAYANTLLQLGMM
Starred values were filed as active, the others as inactive; nt = no result given; & = joins results of further samples.

structure,PP1 inh,ZTA DNA inh,GASC-1 inh,Yeast superoxide,EBNA-1 inhibitor,PP5 primary,CTSL1 counter,core dimer inh,TPT1 inh
CCOC(=O)c1c(NC(C)=O)sc2c1CCN(Cc1ccccc1)C2,-4,11,8,110,-11,3.2,1,-17,1
CN(C)CCNC(=O)c1ccc2c(c1)NC(=O)c1ccccc1S2,-2,0,-12,99,-6,-0.1,-3,0,1
Cc1ccc(NS(=O)(=O)c2ccc(NC(=O)c3cccc(NC(=O)C(C)C)c3)cc2)cc1,1,-4,-9,89,-25,9.8*,-1,5,1
O=C(c1ccc(F)cc1)C1CCN(C(=O)NCc2ccccc2)CC1,-1,-3,-9,110,5,-1.6,-2,1,1
Cn1c(NC(=O)c2ccccc2)nc2ccccc21,0,-2,1,104,-6,0.6,3,-10,1
COc1ccc(CNC(=O)COC(=O)CCc2c[nH]c3ccccc23)cc1,2,-18,7,103,-4,1.8,-9,-3,0
O=C(O)c1ccc2[nH]c3c(c2c1)CSCC3,-1,9,-4,86,12,-0.5,0,-1,3
CC(OC(=O)C1CCN(c2ccc(C(F)(F)F)cn2)CC1)C(=O)c1ccccc1 (configuration not stated),-4,6,7,110,-1,3.0,-3,-2,1
COCCNC(=O)CN(C)S(=O)(=O)c1ccc(Br)cc1,-3,16,9,100,-2,2.0,0,-4,-2
COC(=O)c1cccc(NC(=O)NC23CC4CC(CC(C4)C2)C3)c1,0,21,3,96,8,-2.0,3,7,-3
CC(C)(C)CN1CCC(Oc2cccc(C(=O)NCCCOc3cccnc3)c2)CC1,-2,5,5,95,-2,-3.0,-4,-3,0
CC(=O)Oc1ccc(C(=O)Nc2ccccc2C(=O)Nc2ccc(C(=O)O)cc2)cc1,-1,-2,20,100,3,5.2,-6,-19,-3
O=C(O)CSc1nc(SCc2ccccc2Cl)nc2c1CCCC2,1,5,4,104,-4,2.3,3,13,-2
COc1cccc(NC(=S)N2CCN(C)CC2)c1,1,-11,-18,86,-6,0.4,-4,-3,-3
CN(CCNC(=O)C1CCC(=O)N(Cc2ccc(Cl)cc2)C1)CCc1ccccc1 (configuration not stated),-5,-16,-12,110,-1,3.7,-2,-7,-1
O=[N+]([O-])c1ccc(S(=O)(=O)NCC(c2cccnc2)N2CCOCC2)cc1 (configuration not stated),-4,-28,2,118,7,1.4,-6,3,-3
COc1ccc(-c2csc(NC3=NCCCCC3)n2)cc1,2,-1,0,94,-1,0.5,-2,-2,-2
CN1CCN(C(=S)c2ccc(OCC(=O)Nc3cccc(C(F)(F)F)c3)cc2)CC1,0,0,0,108,-5,2.8,-1,-3,-4
O=C(C1CCCO1)N1CCN(C(=S)NC2CC2)CC1 (configuration not stated),-1,15,18,101,2,-2.9,-1,1,-3
COc1ccc(C(=O)c2cc([N+](=O)[O-])ccc2N2CCN(C)CC2)cc1,-5,0,-4,109,0,-2.2,0,1,1
COc1cccc(OC)c1NC(=O)C1CCCN1C(=O)Nc1cccc(Cl)c1 (configuration not stated),-1,-15,-18,99,-12,3.6,-1,-2,0
Cc1c(NC(=O)c2cc3ccccc3c(=O)s2)c(=O)n(-c2ccccc2)n1C,-2,8,-6,102,4,2.1,-2,-1,0
O=C1C=C(c2ccc(Cl)nc2)C[C@@H](c2ccc3c(c2)OCO3)C1,-5,20,0,120,nt,-0.7,nt,nt,nt
O=C(c1ccc(-c2ccc([N+](=O)[O-])cc2)o1)N1CCCCCCC1,4,7,3,99,nt,1.0,nt,nt,nt
C[n+]1cc[nH]c1SCC(=O)c1ccccc1,-2,19,-1,99,-6,-0.9,2,3,3
CCOC(=O)c1cc(-c2ccc(C)cc2)n(CCC(=O)NC(C)CC)c1C (configuration not stated),1,-2,0,103,-17,1.3,4,2,-2
CCN1CCN(C(=O)/C=C/c2ccc(C)cc2)CC1,1,3,-20,112,-4,3.7,1,-2,1
COc1ccc(CN2CCC(n3nccc3NC(=O)c3cccc(F)c3)CC2)cc1O,-6,6,1,107,7,0.8,3,11,-2
O=[N+]([O-])c1ccc(NC(=S)N/C(=N/CS(=O)(=O)c2ccccc2)c2ccccc2)cc1,-3,-3,9,86,1,-1.4,5,1,-5
COc1ccccc1C1=NC(c2ccc(C)cc2)N=C1C (configuration not stated),-3,3,-4,112,-2,3.0,-1,0,0

Some of the entries above, reformatted:
The line under a structure holds: PP1 inh | ZTA DNA inh | GASC-1 inh | Yeast superoxide | EBNA-1 inhibitor | PP5 primary | CTSL1 counter | core dimer inh | TPT1 inh
COc1cccc(OC)c1NC(=O)C1CCCN1C(=O)Nc1cccc(Cl)c1 (configuration not stated)
 : -1 | -15 | -18 | 99 | -12 | 3.6 | -1 | -2 | 0
Cc1c(NC(=O)c2cc3ccccc3c(=O)s2)c(=O)n(-c2ccccc2)n1C
 : -2 | 8 | -6 | 102 | 4 | 2.1 | -2 | -1 | 0
O=C1C=C(c2ccc(Cl)nc2)C[C@@H](c2ccc3c(c2)OCO3)C1
 : -5 | 20 | 0 | 120 | nt | -0.7 | nt | nt | nt
O=C(c1ccc(-c2ccc([N+](=O)[O-])cc2)o1)N1CCCCCCC1
 : 4 | 7 | 3 | 99 | nt | 1.0 | nt | nt | nt
C[n+]1cc[nH]c1SCC(=O)c1ccccc1
 : -2 | 19 | -1 | 99 | -6 | -0.9 | 2 | 3 | 3
CCOC(=O)c1cc(-c2ccc(C)cc2)n(CCC(=O)NC(C)CC)c1C (configuration not stated)
 : 1 | -2 | 0 | 103 | -17 | 1.3 | 4 | 2 | -2
CCN1CCN(C(=O)/C=C/c2ccc(C)cc2)CC1
 : 1 | 3 | -20 | 112 | -4 | 3.7 | 1 | -2 | 1
COc1ccc(CN2CCC(n3nccc3NC(=O)c3cccc(F)c3)CC2)cc1O
 : -6 | 6 | 1 | 107 | 7 | 0.8 | 3 | 11 | -2
O=[N+]([O-])c1ccc(NC(=S)N/C(=N/CS(=O)(=O)c2ccccc2)c2ccccc2)cc1
 : -3 | -3 | 9 | 86 | 1 | -1.4 | 5 | 1 | -5
COc1ccccc1C1=NC(c2ccc(C)cc2)N=C1C (configuration not stated)
 : -3 | 3 | -4 | 112 | -2 | 3.0 | -1 | 0 | 0

Next compounds follow.
structure,PP1 inh,ZTA DNA inh,GASC-1 inh,Yeast superoxide,EBNA-1 inhibitor,PP5 primary,CTSL1 counter,core dimer inh,TPT1 inh
Cc1ccc(S(=O)(=O)Nc2ccc3oc(=O)sc3c2)c(C)c1,7,-5,7,97,7,2.9,1,-10,-4
COc1cc(C=C2C(=O)OC(c3ccccc3)OC2=O)cc(Br)c1O (configuration not stated),-7,-5,-15,98,-5,0.0,-8,-2,-7
CN(CCc1ccccn1)C(=O)CCC1CCCN(C(=O)c2c3c(nn2C)CCCC3)C1 (configuration not stated),-4,-8,-9,93,-1,0.9,6,-10,2
O=C(NCc1ccc2c(c1)OCO2)c1cc2ccccc2oc1=O,-3,-5,-2,100,4,1.9,1,2,-3
C#CCOCCOCCOCCNc1nc(N2CCN(C(=O)[C@H]([C@@H](C)CC)n3cc([C@@H](N)CO)nn3)CC2)nc(N2CCN(C(=O)[C@H](Cc3cc4ccccc4[nH]3)n3cc([C@@H](N)C(C)CC)nn3)CC2)n1 (some centres not stated),8,-4,2,104,-6,3.2,3,-34,0
Cc1cccc(C)c1NC1=NC2(CCCCC2)N=C(N)N1,-3,7,13,103,-7,1.0,4,0,0
COc1ccccc1OCCNC(=O)Nc1cc(F)c(F)cc1Cl,-3,7,-11,86,4,-0.6,1,0,-1
CC(Oc1ccccc1F)c1ccnc2nc(/N=C/N(C)C)nn12 (configuration not stated),-10,-3,-1,103,-15,-3.5,5,0,-2
O=C(NC1CCN(C(=O)Nc2ccc(F)cc2)CC1)c1ccccc1F,12,-12,-7,98,1,2.5,0,-1,-2
CCn1c(=O)c(=O)n(CC)c2cc(S(=O)(=O)Nc3cccc(OC)c3)ccc21,2,-5,-8,87,7,0.9,3,1,0
Cc1c(NC(=O)c2cccc(F)c2)c(=O)n(-c2ccccc2)n1C,1,-12,-5,122,-3,1.8,7,-3,-1
CN(C)c1c(F)cc(C(=O)NC(=O)NCc2cccnc2)cc1F,-1,8,2,95,6,-1.0,-1,8,-3
O=C(CCCn1c(SCC(=O)c2ccc(Cl)cc2)nc2ccccc2c1=O)NCc1ccco1,-4,-2,-6,101,11,3.0,1,10,2
COc1ccc(NC(=O)CN2CCCCCC2)cc1OC,-3,-4,-3,101,-1,2.7,0,6,1
O=C(Nc1cccnc1)C1(F)C(F)(F)C(F)(F)C(F)(F)C(F)(F)C1(F)F,-1,8,-3,97,3,3.2,1,-14,-2
OC(COc1ccc2c(c1)CCC2)Cn1cnc2ccccc21 (configuration not stated),-2,4,-8,113,-3,3.2,1,-1,1
O=S(=O)(/N=C(/Nc1ccccn1)c1ccccc1)c1ccc(F)cc1,-2,4,-14,91,-8,-1.1,0,-4,0
COc1cccc(-n2c(COc3ccccc3C)nnc2SCC(=O)O)c1,1,-9,-6,93,-8,1.5,2,-7,-4
CCC(CO)NC(=O)c1cc2c(s1)CCC2 (configuration not stated),-4,-4,0,104,-13,0.0,-3,-3,-1
CC(C)c1ccc(N(C(=O)c2csnn2)C(C(=O)NC2CCCC2)c2cccnc2)cc1 (configuration not stated),-2,2,3,103,6,1.0,1,14,0
O=C(Nc1cccc(Cl)c1)N1CCN2C(=O)c3ccccc3C12c1ccccc1 (configuration not stated),0,-5,2,114,0,-0.3,3,12,3
COc1cc(C2c3c(oc4ccccc4c3=O)C(=O)N2c2ccc(C)cn2)ccc1O (configuration not stated),-1,-14,0&0,90,-9,1.5,1,2,-2
COc1ccc(OC)c(S(=O)(=O)Nc2cc(C(=O)O)ccc2N2CC3CC(C2)c2cccc(=O)n2C3)c1 (configuration not stated),-3,12,-6,108,9,-3.7,0,-1,-3
CC(=O)N1CSCC1C(=O)NNS(=O)(=O)c1ccccc1 (configuration not stated),-1,8,3,116,-8,-0.5,-4,2,-1
O=C(OCn1ncc(Cl)c(Cl)c1=O)c1cccc(C(F)(F)F)c1,2,9,-8,99,-11,1.1,-1,9,0
CCC1CCCCN1S(=O)(=O)c1ccc(-n2cnnn2)c(C)c1 (configuration not stated),-1,-5,-7,104,-1,2.1,2,1,-2
Cc1ccc(N=Cc2c(O)c3ccccc3oc2=O)c(C)c1,1,-2,1,102,12,-0.1,0,-1,-1
O=C(c1ccc(S(=O)(=O)N2CCOCC2)cc1)N1CCN(c2ccc(F)cc2)CC1,-2,9,-5,106,-14,-1.1,-8,3,-2
Cc1ccc(C)c(NC(=O)COc2cccc3c2CCN(Cc2ccccc2)C3=O)c1,2,-7,6,92,12,2.1,4,3,-6
CC1Sc2ccc(C(=O)Nc3cc(S(C)(=O)=O)ccc3Cl)cc2NC1=O (configuration not stated),4,-10,-11,81,nt,3.9,nt,nt,nt
CN(/N=C/c1ccc(C(C)(C)C)cc1)C1=NCCN1,1,14,6,91,4,-0.1,-3,-2,-3

Pulled one by one from the list above, 2 records:
structure,PP1 inh,ZTA DNA inh,GASC-1 inh,Yeast superoxide,EBNA-1 inhibitor,PP5 primary,CTSL1 counter,core dimer inh,TPT1 inh
O=[N+]([O-])c1ccc(NC(=S)N/C(=N/CS(=O)(=O)c2ccccc2)c2ccccc2)cc1,-3,-3,9,86,1,-1.4,5,1,-5
CN(CCNC(=O)C1CCC(=O)N(Cc2ccc(Cl)cc2)C1)CCc1ccccc1 (configuration not stated),-5,-16,-12,110,-1,3.7,-2,-7,-1
